aSyn UTR inh: MLPCN primary screen, SNCA 5' untranslated region; 300,000 compounds, 0.82% hits; alpha-synuclein 5'UTR reporter, inhibitor activity; inhibition, % (tested at 7.5 µM); in the data active means inhibition above about 60%; inconclusive means no clear call, values can overlap the other calls;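 further: H4 neuroglioblastoma cells stably carrying SNCA 5'UTR luciferase fusion; 0% = DMSO wells and 100% = positive control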
KLF5 inhibitor: KLF5 expression inhibitors, primary screen, DLD-1 cells, luminescence. inhibition, % at 5 µM. 290,000 compounds, 0.23% hits. DLD-1 KLF5 promoter-luciferase reporter;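 active means inhibition above a per-plate limit of that plate's mean compound inhibition plus 3 SD, cut at about 60% in these data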;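 further: 0% = DMSO wells and 100% = LY294002 at 200 µM; higher means less KLF5 promoter-driven luciferase light; inactives centre near -14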
IEC-6 cytotox: cytotoxicity in IEC-6 intestinal epithelial cells, primary screen, cytotoxicity control for KLF5 inhibitor project, cell-based, luminescence. inhibition, % at 5 µM. IEC-6 cytotoxicity, luminescence viability. 290,000 compounds, 0.78% hits; in the data active means inhibition above about 22%;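 further: 0% = plate median of test compound wells and 100% = cytotoxic reference compound wells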
GSK3 alpha inh: blockers of GSK3A enzyme activity – biochemical, luminescence, cell-free homogeneous, HTS, primary screen; Glycogen synthase kinase-3 alpha (Homo sapiens), P49840; GSK-3 alpha kinase, ADP-Glo luminescence, 60 min; inhibition, % at 10 µM; 320,000 compounds, 0.1% hits; AID 2650, 2010;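 in the data active means inhibition above about 50%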;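 further: GST-tagged GSK-3 alpha with peptide substrate and 25 µM ATP; 0% = DMSO neutral wells and 100% = GW8510 positive control wells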
Target sequence (P49840 whole entry, looked up): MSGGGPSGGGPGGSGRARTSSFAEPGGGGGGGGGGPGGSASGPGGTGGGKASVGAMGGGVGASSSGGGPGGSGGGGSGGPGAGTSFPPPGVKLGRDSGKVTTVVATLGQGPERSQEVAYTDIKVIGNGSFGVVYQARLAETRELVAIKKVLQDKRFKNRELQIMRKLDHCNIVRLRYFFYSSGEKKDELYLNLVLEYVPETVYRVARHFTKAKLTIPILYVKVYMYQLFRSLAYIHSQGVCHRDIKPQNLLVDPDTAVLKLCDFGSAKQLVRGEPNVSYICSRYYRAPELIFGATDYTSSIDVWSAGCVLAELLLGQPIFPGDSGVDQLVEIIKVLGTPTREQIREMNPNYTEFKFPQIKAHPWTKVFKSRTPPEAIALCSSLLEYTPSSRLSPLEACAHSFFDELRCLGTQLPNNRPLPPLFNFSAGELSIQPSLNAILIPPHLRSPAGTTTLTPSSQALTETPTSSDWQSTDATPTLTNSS
PolyA inh: polyadenylation inhibitors in yeast reporter cells, primary screen, luminescence, S. cerevisiae. S. cerevisiae SKY197-pL101 polyadenylation reporter, beta-gal luminescence; efflux-impaired pdr1/pdr3 knockout yeast; score 100 = 6 SD above DMSO. 300,000 compounds, 0.02% hits. calls only at 12 µM;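 active means lowest replicate activity score at least 50, where 100 means six control SD above control mean; inconclusive means lowest score under 50 but half or more replicates reach 50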;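 further: yeast exposed to compound for 9 h at 30 °C; higher score means more reporter readthrough which indicates perturbed polyadenylation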
AI-2 QS modul: Vibrio harveyi AI-2 quorum sensing modulators, primary screen, JMH597 strain, luminescence/OD600 ratio | Vibrio harveyi JMH597 AI-2 luminescence/OD600 ratio, 9 h; hits give low values; strain lacks LuxN and CqsS sensors; 0 = neutral-control median | activity change, % at 7.5 µM | 300,000 compounds, 0.4% hits | AID 2094, 2009; in the data active means activity change below about -75%, passing the limit was not always enough; inconclusive means no clear call, values can overlap the other calls;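 further: luminescence divided by OD600 gain over 9 h not by final OD600 alone; inactives centre near 13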
HSF-1 act: HSF-1 activators, primary screen, NIH3T3-HGL cells, MG132 stress, luminescence, single point. NIH3T3-HGL HSF-1 luciferase reporter, 8 h; 100% = twice DMSO control signal. activation, % at 9 µM. 300,000 compounds, 1.7% hits. AID 504408, 2011;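 active means mean replicate activation of at least 50% with a set share of replicates each reaching 50%; inconclusive means only one of those two conditions met; inactive means mean below 50% and too few replicates reaching it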;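 further: 0% = median of the neutral control wells and 100% = twice that signal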
GSK3B inh: human GSK3beta kinase inhibitors, primary screen, biochemical, cell-free homogeneous, HTS. Glycogen synthase kinase-3 beta (Homo sapiens), P49841. GST-GSK3beta kinase, ADP-Glo luminescence, 60 min; hits give low values. activity score (negative = inhibition), % at 10 µM. 300,000 compounds, 0.038% hits. AID 2097, 2009;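 active means more than half of replicate wells score below -50%, meaning over 50% inhibition versus plate controls; inconclusive means some replicates but at most half score below -50%; inactive means no replicate scores below -50%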;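 further: 0% = median DMSO wells and -100% = median GW8510 positive control wells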
Target sequence (P49841 whole entry, looked up): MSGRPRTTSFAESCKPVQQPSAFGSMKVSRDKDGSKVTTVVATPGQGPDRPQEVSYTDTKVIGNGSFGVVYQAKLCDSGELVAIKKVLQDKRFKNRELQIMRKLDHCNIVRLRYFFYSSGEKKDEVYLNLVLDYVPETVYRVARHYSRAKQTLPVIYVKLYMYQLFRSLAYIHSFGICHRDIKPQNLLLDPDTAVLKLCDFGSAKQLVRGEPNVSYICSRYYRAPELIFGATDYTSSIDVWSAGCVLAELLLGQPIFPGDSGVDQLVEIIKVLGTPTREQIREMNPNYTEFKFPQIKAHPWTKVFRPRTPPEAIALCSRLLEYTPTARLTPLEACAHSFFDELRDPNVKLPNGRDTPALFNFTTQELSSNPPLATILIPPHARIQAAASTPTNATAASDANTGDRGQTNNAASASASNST
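Assay system: GST-fused GSK3beta enzyme, cell-free / Medium: Tris pH 7.5 buffer with MgCl2, DTT, BSA, heparin / Also added: peptide substrate plus 25 µM ATP (final) / Compound: 10 µM single point / Timing: kinase reaction with compound 60 min at room temperature / Detection: ADP-Glo luminescence / Benchmarks: DMSO neutral wells and GW8510 at 20 µM as positive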
HSP90 inh: HSP90 inhibitors, primary screen, cell lysate, luminescence. Heat shock protein HSP 90 (rabbit reticulocyte lysate; luciferase refolding). Rabbit reticulocyte lysate, luciferase refolding luminescence, 3 h. inhibition, % at 5.6 µM. 290,000 compounds, 0.91% hits. AID 1789, 2009;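 active means inhibition above the screen-wide mean plus 3 SD, computed separately per campaign, cut at about 16% in these data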;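 further: 0% = DMSO wells and 100% = 60 µM geldanamycin wells; inhibitors lower the luminescence because luciferase stays unfolded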
HSF1 inhib: HSF1 inhibitors in luciferase reporter cells, primary screen, cell-based, NIH3T3, luminescence; NIH3T3-HGL HSE-luciferase, MG132-induced, luminescence 8 h; hits give low values; activity change, negative = inhibition, % at 7.5 µM (by protocol); 300,000 compounds, 0.77% hits; AID 2098, 2009;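 active means more than half of replicate wells show activity change below -50%, luminescence cut by over half; inconclusive means some wells, but at most half, below -50%; inactive means no replicate well below -50%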;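 further: luciferase reports HSF-1 transcriptional activity via heat shock element; 0% = median of DMSO wells and -100% = zero luminescence signal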
* = called active by the depositor; i = inactive; ? = inconclusive; . = no result given; & = joins results of further samples.

SMILES	aSyn UTR inh	KLF5 inhibitor	IEC-6 cytotox	GSK3 alpha inh	PolyA inh	AI-2 QS modul	HSF-1 act	GSK3B inh	HSP90 inh	HSF1 inhib
COc1cc(Cl)c(CN2CCCC(CO)(Cc3ccccc3F)C2)cc1OC (stereo unspecified)	16.2	-25.6	1.3	-0.4	i	12.6	15.8	2.2	9.6	8.1
CN(C)S(=O)(=O)N1CCN(c2ccc([N+](=O)[O-])c(N3CCOCC3)c2)CC1	-1.2	-16.9	8.0	0.8	i	33.8	-22.0	2.8	-0.6	-7.5
Cc1ccc(Nc2c(-c3ccc(N4CCOCC4)cc3)nc3cnccn23)cc1	-15.3	-26.2	-2.4	-2.9	i	-2.0	-3.6	-5.0	-1.3	-1.4
COCCn1c(=S)[nH]c2cc(C(=O)N3CCN(c4ccccc4OC)CC3)ccc2c1=O	.	-4.6	7.2	0.9	.	.	.	.	-1.4	.
Cc1cccc(NC(=O)C2CCN(S(=O)(=O)c3cccc4nonc34)CC2)c1	0.7	-3.8	1.7	0.3	i	.	18.2	.	-4.1	6.6
COc1ccccc1N1CCN(S(=O)(=O)c2ccc(Cl)cc2)CC1	7.7	-26.7	1.5	0.9	i	31.5	5.0	6.0	-2.6	1.3
O=C(O)c1ccc(-c2ccc(/C=N/Nc3ccc([N+](=O)[O-])cc3)o2)cc1	-36.4	-19.2	-3.3	1.5	i	14.7	-13.3	-0.1	10.7	-3.8
O=C(Nc1cccc2nsnc12)c1cccs1	-143.2&-118.4	-77.4&4.7	-2.1&-3.6	-2.4&10.3	i	32.8&0.6	24.2&-4.1	-6.7&-3.2	-1.9&0.6	9.0&-8.6
Cc1nc(N)[nH]c(=O)c1CC(=O)OCCCl	16.3	-1.0	7.1	-2.2	i	4.3	-9.2	0.4	3.6	-3.6
OC(COc1ccc(-c2ccccc2)cc1)CN1CCOCC1 (stereo unspecified)	-72.8	-66.0	-6.3	-0.8	i	23.6	10.2	-1.0	-0.6	-8.6
O=C(NC(=S)Nc1ccc2c(c1)OCO2)c1ccc(Cl)cc1	-143.2	-8.8	-4.4	.	i	17.5	37.9	1.8	-4.6	15.0
COc1ccc(-c2cc(C(=O)N3CCCC3)no2)cc1OC	-122.9	-99.2	-9.0	-0.7	i	27.1	22.9	-2.6	-3.1	16.4
COc1cc([N+](=O)[O-])ccc1NC(=O)NNC(=O)c1sccc1C	-1.9	-18.3	-3.5	-0.6	i	24.7	9.1	0.3	-4.4	0.1
Cc1cc(C)n2nc(CC(=O)NNC(=O)COc3ccccc3)nc2n1	-9.8	-31.8	-7.6	2.6	i	14.0	-5.6	-1.9	-2.1	-0.2
CC(NC(=O)CN1CCN(c2cccc(Cl)c2)CC1)c1ccccc1 (stereo unspecified)	14.0	-24.9	-2.9	4.3	i	21.6	9.7	2.2	-1.8	4.1
COc1ccc(-n2ccnc2SCC(=O)NCc2ccccc2)c(OC)c1	4.8	-4.5	5.1	0.0	i	9.5	-6.8	0.4	1.5	0.9
Cc1nnc(N2C(=O)C(=O)/C(=C(/O)c3ccc4c(c3)OCCO4)C2c2ccc(F)cc2)s1 (stereo unspecified)	-34.7	-23.5	1.5	-2.2	i	17.4	9.5	1.2	-3.6	4.9
COC(=O)C1CCN(CC(=O)Nc2sc3c(c2C#N)CCC3)CC1	-5.0	-16.9	-6.2	.	i	17.8	-1.2	-0.9	-0.6	-5.2
Clc1ccc(/C=C/c2nc3ccccc3[nH]2)cc1	?	25.9	4.4	2.0	i	9.5	18.9	2.4	35.1*	-8.4
CCOc1ccc(-n2c(C)c(C(C)=O)c3cc(O)ccc32)cc1	6.6	-2.0	1.3	-0.2	i	2.0	-35.4	0.2	4.9	-29.0
CCN(C(=O)COC(=O)c1c2c(nc3ccccc13)/C(=C/c1ccccc1)CC(C)C2)C1CCS(=O)(=O)C1 (stereo unspecified)	27.1	-12.9	-1.6	-2.0	i	20.2	83.9*	-1.7	-5.2	49.5
COc1ccccc1NC(=O)CSc1ccc(-c2cccs2)nn1	21.6	-1.9	0.7	5.0	i	-2.1	10.4	2.6	-0.3	0.2
O=C1CCCN1CCCNC(=S)Nc1ccc(F)cc1	1.9	-44.5	0.2	.	i	17.2	4.1	-1.8	-2.3	-2.0
CCC1CCCCN1Cc1nc2c(c(=O)n(C)c(=O)n2C)n1CCC(C)C (stereo unspecified)	-12.5	21.0	-2.3	1.0	i	28.6	11.6	-2.4	-6.3	-0.7
O=C(c1cc2cc(Br)ccc2oc1=O)N1CCN(c2ccccn2)CC1	-18.5	4.3	2.0	-1.2	i	16.6	3.5	0.8	3.4	-4.8
CSc1nc(Nc2ccc(Cl)cc2)c(C#N)c(=O)[nH]1	15.5	-21.7	2.2	-1.0	i	-5.1	5.4	-1.5	4.4	2.0
Cc1cc(NS(=O)(=O)c2ccc(NC(=O)c3cc4ccccc4o3)cc2)nc(C)n1	13.0	-12.6	0.7	-2.2	i	12.7	-11.1	-1.4	-3.6	0.2
C=CCNC(=O)C1CCN(c2nc(C)cc(-c3ccccc3)n2)CC1	-96.6	-179.8	0.4	-0.7	i	16.7	19.8	-3.1	-1.9	5.6
COc1cccc(CNC(=O)C2CCN(S(=O)(=O)c3ccccc3)CC2)c1	21.2	-20.6	-0.7	-2.3	i	0.9	-7.0	-1.3	-1.6	-0.5
NNC(=O)c1csc(-c2ccc(C(F)(F)F)cc2Cl)n1	3.6	-0.2	-3.9	4.1	i	-9.0	2.0	-1.5	-2.1	1.9
O=C(Cn1cnc([N+](=O)[O-])n1)NCCc1ccccc1	-13.8	-4.4	-3.0	-9.5	i	13.4	31.3	0.3	-0.6	2.6
COc1ccc(NC(=S)NC(=O)/C=C/c2cccs2)cc1	-72.8	-6.9	-1.9	.	i	19.4	19.9	3.3	3.8	6.2
O=C(c1ccc(F)cc1)C1CCN(Cc2cn[nH]c2-c2ccc(F)cc2)CC1	14.7	-25.1	-1.7	4.1	i	23.2	1.5	-3.8	-1.1	-6.0
CCCNC(=O)CSc1nc2[nH]ncc2c(=O)[nH]1	11.6	2.8	3.0	3.7	i	1.3	.	1.6	-2.0	.
COc1ccccc1NC(=O)c1ccc(NC(=O)CSc2n[nH]c(N)n2)cc1	-5.5	-22.7	12.4	1.0	i	23.4	-7.9	-5.5	-1.1	-7.9
COc1ccc(C(=O)Nc2ccc(Cl)cc2C(=O)NCCN2CCOCC2)cc1	-5.9	-34.2	6.1	0.0	i	11.2	11.1	0.2	-0.2	-1.3
Cc1ccc(C2OCC3(CO)COC(c4ccc(C)cc4)N23)cc1 (stereo unspecified)	8.2	-16.3	-0.2	-3.1	i	16.0	-2.6	-1.4	2.7	-1.7
COc1ccc(-c2oc(=O)n(C)c2-c2ccc(OC)cc2)cc1	21.5	-0.6	5.9	3.5	i	1.0	9.6	-2.9	-1.6	9.8
CCC(=O)N/N=C(\C)CC(=O)Nc1ccccc1-c1ccccc1	7.4	-19.2	2.9	1.3	i	21.7	23.5	3.3	-0.7	11.4
Cc1ccc(C(=O)NCCSCc2ccccc2)cc1[N+](=O)[O-]	13.7	-21.5	4.6	-0.9	i	20.6	-6.2	-1.5	-1.8	-5.9
COc1cc2c(cc1OC)C(c1ccc(-c3ccc(Cl)cc3Cl)o1)=NCC2	49.9	11.9	10.3	3.0	i	31.5	5.1	0.1	3.5	6.2
c1ccc(CSCc2cn3ccsc3n2)cc1	-175.9	-21.6	3.9	-0.8	i	24.4	20.9	0.4	1.5	21.7
Cc1ccc(S(=O)(=O)NCc2nnc(SCC(=O)Nc3cccc(C)c3C)n2C)cc1	9.0	-13.1	3.6	-0.6	i	-3.0	1.5	1.6	0.8	-2.0
N#Cc1c(N2CCCCC2)nc(N)c2c(N)nc3c(c12)CC(CCl)O3 (stereo unspecified)	15.8	-19.5	3.1	1.7	i	8.0	-16.3	1.1	-3.6	-7.4
O=C(c1c[nH]c(C(=O)C(Cl)(Cl)Cl)c1)c1ccc(F)cc1Cl	36.8	-13.7	-0.5	1.7	i	34.6	1.1	-0.5	-0.8	11.6
CCSc1nnc(-c2ccccc2NC(=O)CC)c(=O)[nH]1	-7.8	-8.3	-6.8	-0.4	i	23.6	-7.0	0.7	4.9	-2.6
CCOc1cccc(C2C(C#N)=C(N)Oc3cc(C)n(Cc4ccccn4)c(=O)c32)c1OCC (stereo unspecified)	-16.2	8.8	-5.7	1.5	i	23.3	10.4	1.1	-4.3	-8.8
CSc1nccc(Nc2ccccc2)c1C#N	17.7	-32.4	-3.1	-3.6	i	10.2	27.1	3.1	-3.0	17.0
COc1ccccc1N1CC(C(=O)Nc2nnc(SCc3ccccn3)s2)CC1=O (stereo unspecified)	-21.1	3.4	-4.3	-0.6	i	13.9	5.1	-0.5	0.5	-4.5
COc1ccccc1NC(=O)NNC(=O)c1ccc2ccccc2c1	22.4	-8.5	1.9	-2.2	i	8.6	0.7	-0.8	-2.8	-3.8

Next section.
SMILES	aSyn UTR inh	KLF5 inhibitor	IEC-6 cytotox	GSK3 alpha inh	PolyA inh	AI-2 QS modul	HSF-1 act	GSK3B inh	HSP90 inh	HSF1 inhib
CCOc1ccc(CCNC(=O)Cn2cccc2C(=O)c2ccccc2C)cc1OCC	19.4	-11.6	-3.7	-0.3	i	14.7	-13.4	-4.3	2.5	-5.6
COC(=O)c1ccc(C)c(NC(=O)CN2C(=O)c3ccccc3S2(=O)=O)c1	24.9	-7.4	5.1	-2.9	i	32.9	24.9	2.8	6.8	9.9
Cc1nc(NC(=O)C23CCC(C)(C(=O)O2)C3(C)C)sc1C (stereo unspecified)	10.7	-10.4	7.2	-2.9	i	2.7	28.0	3.2	-1.0	5.7
CCN(CC)S(=O)(=O)c1cccc(-c2nnc(SCC(=O)NC3CCCC3)n2N)c1	9.6	-13.2	5.0	-2.8	i	16.4	0.3	-0.9	-1.4	-0.3

Only part of the results is shown (hit frequency here may not be typical).
